# NF-kB neuron act: activators of NF-kB expression in neurons, primary screen, cell-based, HTS | human neuronal cells, NF-kB reporter expression; active compounds read high | fold change at 12.5 µM | 1.6% of 190,000 active; in the data active means fold change above about 3.3
# PMI act satM6P: human PMI activators, high substrate, primary screen, biochemical, fluorescence intensity, near-saturating mannose 6-phosphate. Mannose-6-phosphate isomerase (Homo sapiens), P34949. coupled PMI enzyme assay, resazurin fluorescence, 20 min; active compounds read high; 1 = untreated enzyme, 0 = substrate-free blank. activation factor at 20 µM. 0.34% of 190,000 active. AID 1216, 2008;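 active means activation factor of 2 or more at 20 µM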
#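 test system = human PMI in coupled enzyme assay | medium = HEPES-buffered pH 7.4 with magnesium and detergent | also added = 1.0 mM mannose-6-phosphate substrate with 0.22 mM NADP+ | compound = 20 µM single dose | times = 20 min incubation at room temperature | measured by = resorufin fluorescence (Ex 544/Em 590 nm) from resazurin via diaphorase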
# TNAP act hi DEA: TNAP activators at high phosphate acceptor level, primary screen, biochemical, luminescence, uHTS | purified TNAP, CDP-star luminescence, 1 M DEA, 30 min; active compounds read high; 0 = EDTA background, 1 = DMSO-only activity | activation factor at 20 µM | 200,000 tested, under 10 active | AID 1136, 2008 | Alkaline phosphatase, tissue-nonspecific isozyme (Homo sapiens), P05186;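 active means activation factor at least 2 at 20 µM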
# Target sequence (P05186 whole entry, looked up): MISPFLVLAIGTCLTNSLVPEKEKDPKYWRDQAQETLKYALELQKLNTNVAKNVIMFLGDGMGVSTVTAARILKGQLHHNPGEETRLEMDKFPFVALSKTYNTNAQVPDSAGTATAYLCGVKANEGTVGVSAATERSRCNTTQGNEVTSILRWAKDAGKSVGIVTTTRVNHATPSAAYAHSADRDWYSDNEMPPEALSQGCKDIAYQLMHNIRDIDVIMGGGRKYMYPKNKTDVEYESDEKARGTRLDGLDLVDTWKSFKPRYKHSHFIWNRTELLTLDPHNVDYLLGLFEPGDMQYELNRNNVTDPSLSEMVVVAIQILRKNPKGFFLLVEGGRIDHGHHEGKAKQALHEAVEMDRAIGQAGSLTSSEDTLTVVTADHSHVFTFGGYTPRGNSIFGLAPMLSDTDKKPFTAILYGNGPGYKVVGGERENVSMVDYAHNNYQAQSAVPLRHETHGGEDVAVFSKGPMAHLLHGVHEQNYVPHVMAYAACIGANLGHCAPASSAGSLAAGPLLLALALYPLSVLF
#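 Dosing: 20 µM single point. System: human TNAP. Amount: TNAP 1/800 final. Incubation: 30 min, room temperature. Read-out: TNAP activation factor scaled between EDTA and DMSO control wells. Signal: luminescence from CDP-star hydrolysis. Medium: 1 M DEA, pH 9.8, Mg2+, Zn2+. Control set: EDTA negative control, DMSO positive control.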
# TNAP inh hiacc: human TNAP enzyme inhibitors, primary screen, biochemical, luminescent, high phosphate acceptor level, uHTS | purified TNAP, CDP-star luminescence, 1 M DEA | inhibition, % at 20 µM | 0.03% of 200,000 active | AID 1135, 2008;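 active means over 50% inhibition of tissue-nonspecific alkaline phosphatase at 20 µM in the single-dose screen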;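 further: plate controls were DMSO wells for no effect and EDTA-quenched wells as full inhibition for full effect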
# PMI act: activators of human PMI, primary screen, biochemical, fluorescence intensity, near-Km mannose 6-phosphate | Mannose-6-phosphate isomerase (Homo sapiens), P34949 | purified human PMI, coupled resazurin fluorescence, 20 min; active compounds read high; 1 = vehicle control, 0 substrate-free wells | activation factor at 20 µM | 0.005% of 190,000 active;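 active means activation factor of 2 or more at 20 µM, relative to plate controls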
# FLuc stim CS: FLuc activators, initial screening, artefact control for FLuc-dependent activation tests, biochemical, ATPlite luminescence | ATPlite luciferase biochemical, 10 min; 0 = ATP-free wells, 1 = DMSO control | activation factor at 10 µM | 200,000 tested, under 10 active | Luciferin 4-monooxygenase (Photinus pyralis), P08659;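 active means luciferase activation factor, scaled between plate controls, of at least 2 with compound at 10 µM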
# Target sequence (P08659 whole entry, looked up): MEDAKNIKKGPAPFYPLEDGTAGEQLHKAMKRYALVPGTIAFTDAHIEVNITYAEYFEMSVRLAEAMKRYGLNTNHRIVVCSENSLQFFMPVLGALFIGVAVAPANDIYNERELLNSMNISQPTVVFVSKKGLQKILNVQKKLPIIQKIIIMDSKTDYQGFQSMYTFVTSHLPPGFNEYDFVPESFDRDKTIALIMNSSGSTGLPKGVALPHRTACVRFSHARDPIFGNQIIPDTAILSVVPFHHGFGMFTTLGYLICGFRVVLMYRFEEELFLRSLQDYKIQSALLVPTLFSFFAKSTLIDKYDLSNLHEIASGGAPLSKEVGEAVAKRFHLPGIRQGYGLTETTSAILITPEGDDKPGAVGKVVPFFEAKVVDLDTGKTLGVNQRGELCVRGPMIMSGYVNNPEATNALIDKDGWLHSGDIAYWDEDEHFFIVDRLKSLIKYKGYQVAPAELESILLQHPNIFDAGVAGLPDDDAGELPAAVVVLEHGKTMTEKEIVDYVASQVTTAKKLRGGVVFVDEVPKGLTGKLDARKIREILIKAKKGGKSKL
#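 Assay system: Luciferase/luciferin reagent mix; Medium: PBS as buffer for the ATP substrate; Dosing: test compounds dosed from 2 mM stocks in 100% DMSO; Times: 10 min, room temperature; Signal: luminescence from luciferase reaction; Read-out: luciferase activation; Controls: No-ATP low control, compound-free enzyme-plus-ATP high control.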
# APP 5'UTR act: activators of APP 5'UTR luciferase reporter, primary screen, SH-SY5Y cells; AID 1276, 2008; SH-SY5Y APP 5'UTR luciferase reporter, luminescence; zero percent = DMSO vehicle wells; activation, % at 2 µM; 1% of 190,000 active;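 active means activation above a set limit, based on mean plus 3 SD of controls, cut at about 140% in these data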; further: values of inactives mirror those of a sister screen read the other way
# TNAP inh no acc: human TNAP enzyme inhibitors, primary screen, biochemical, luminescent, no phosphate acceptor, uHTS; Alkaline phosphatase, tissue-nonspecific isozyme (Homo sapiens), P05186; purified TNAP, CDP-star luminescence, 30 min; inhibition, % at 20 µM; 0.26% of 200,000 active; AID 1012, 2008;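 active means tissue-nonspecific alkaline phosphatase inhibition above about 50% at 20 µM in the single-dose screen, limit read from the data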;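 further: 0% = DMSO negative control and 100% = EDTA positive control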
# bIAP act: bovine intestinal alkaline phosphatase activators, primary screen, biochemical, bovine IAP, CDP-star luminescence; alkaline phosphatase, intestinal [Bos taurus]; purified bovine IAP, 30 min; active compounds read high; fold of DMSO-control signal, blank-subtracted; activation factor at 20 µM; 0.17% of 200,000 active; AID 1016, 2008;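 active means activation factor of 2 or more at 20 µM, a signal rise over negative controls twice the positive control's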
# FLuc inh counter: firefly luciferase enzyme inhibitors, primary screen, artefact control for luciferase-based inhibitor screens, biochemical, luminescence, ATPLite; inhibition, % at 10 µM; AID 1006, 2008; 1.5% of 200,000 active; Luciferin 4-monooxygenase (Photinus pyralis), P08659; 10 min;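 active means inhibition above about 50% when tested at 10 µM, limit read from the data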
# * marks the source's active call; other numbers are inactive results; · = no result given. Compounds as they come; overall some 3.6% were active at least once.
No.	molecule	TNAP inh no acc	FLuc stim CS	APP 5'UTR act	TNAP act hi DEA	NF-kB neuron act	FLuc inh counter	TNAP inh hiacc	bIAP act	PMI act	PMI act satM6P
1	CC1=C(C(=O)Nc2ccccc2)C(c2cccs2)NC(=O)N1 (configuration not stated)	-9.3	1	-4.0	1.1	2.14	-2.6	-8.6	0.9	1	1
2	CCn1c(C)nc2cc(C(=O)N/N=C/c3ccccc3C)ccc21	-9.3	0.5	95.6	1	3.91*	53.3*	-4.3	1.1	1	1.1
3	COc1ccc(S(=O)(=O)N2CCNCC2)cc1OC	-1.1	0.9	17.5	1	1.06	5.8	-3.8	0.9	1	0.9
4	O=C(CCc1nnc(COc2ccccc2)o1)NCCc1cccs1	-8.4	1.1	23.2	1.1	1.2	-9.6	-6.0	1.2	1	1.1
5	CC(=N/O)/C(C)=N\NC(=O)c1ccccn1	-116.0	0.5	39.9	1	2.2	51.2*	-2.6	1.1	1	1
6	COC(=O)c1[nH]c2ccccc2c1NC(=O)CCN1CCSCC1	-7.7	1	10.7	1	0.96	-4.8	-3.4	0.9	1	1
7	O=C(NN=C1C2CC3CC(C2)CC1C3)c1cccc(S(=O)(=O)N2CCOCC2)c1	-0.2	1.1	-16.7	1	1.09	-8.9	-1.8	0.9	1	1.1
8	COc1ccc2nc(C(C)O)[nH]c2c1 (configuration not stated)	-2.9	1	-3.7	1	1.29	0.7	1.3	1	0.9	0.9

# With a hit mark in NF-kB neuron act (from the list above):
No.	structure	TNAP inh no acc	FLuc stim CS	APP 5'UTR act	TNAP act hi DEA	NF-kB neuron act	TNAP inh hiacc	bIAP act	PMI act	PMI act satM6P
2	CCn1c(C)nc2cc(C(=O)N/N=C/c3ccccc3C)ccc21	-9.3	0.5	95.6	1	3.91*	-4.3	1.1	1	1.1

# Next part:
No.	molecule	TNAP inh no acc	FLuc stim CS	APP 5'UTR act	TNAP act hi DEA	NF-kB neuron act	FLuc inh counter	TNAP inh hiacc	bIAP act	PMI act	PMI act satM6P
9	COC(=O)[C@H](CCSC)NC(=O)NCCc1ccccc1F	-4.4	1	0.2	1.1	1.2	-2.8	-5.3	0.9	0.9	1
10	Cc1ccc(NC(=O)COC(=O)/C=C/c2c(C)nn(-c3ccc(F)cc3)c2Cl)cc1F	-6.6	1.1	17.4	1	0.99	-7.7	0.1	1.3	0.9	0.9
11	Cn1c(=O)c2c(ncn2CC(=O)N2CCc3ccccc3C2)n(C)c1=O	-12.1	1.1	-54.1	1.1	0.94	-5.0	-5.2	0.9	1	1
12	O=C(CSc1ccc(Cl)cc1)NCc1ccncc1	0.5	1.1	9.1	1	1.01	-7.3	-3.1	1	1.1	1
13	CCOc1cc(C(=O)OCC(=O)c2c(C)[nH]c3ccccc23)ccc1OCC(=O)N1CCOCC1	-6.4	1	-5.8	1	0.29	-4.2	-4.8	0.9	0.9	0.9
14	Cc1ccc(CSc2ncnc3c2cnn3-c2ccccc2)cc1	-4.7	1.1	12.0	1	1.44	-6.5	4.0	1	0.9	1
15	CC(SCC(=O)NC12CC3CC(CC(C3)C1)C2)C(=O)O (configuration not stated)	-12.2	1.1	-9.1	1	1.05	-5.4	-3.2	0.9	1	1.1
16	CCOC(=O)C(C(=O)OCC)C(C)C#CCN1CCCCC1 (configuration not stated)	-9.4	1	10.2	1	1.02	-3.1	-1.1	1.1	1	1

# Among those listed so far, these have a Cl atom.
No.	molecule	TNAP inh no acc	FLuc stim CS	APP 5'UTR act	TNAP act hi DEA	NF-kB neuron act	FLuc inh counter	TNAP inh hiacc	bIAP act	PMI act	PMI act satM6P
10	Cc1ccc(NC(=O)COC(=O)/C=C/c2c(C)nn(-c3ccc(F)cc3)c2Cl)cc1F	-6.6	1.1	17.4	1	0.99	-7.7	0.1	1.3	0.9	0.9
12	O=C(CSc1ccc(Cl)cc1)NCc1ccncc1	0.5	1.1	9.1	1	1.01	-7.3	-3.1	1	1.1	1

# (further entries)
No.	molecule	TNAP inh no acc	FLuc stim CS	APP 5'UTR act	TNAP act hi DEA	NF-kB neuron act	FLuc inh counter	TNAP inh hiacc	bIAP act	PMI act	PMI act satM6P
17	CN(C)CCCNC(=O)c1ccc2[nH]c3ccccc3c2c1	-4.2	1	-3.5	1	0.92	-1.1	-0.6	1	0.9	0.9
18	O=C(CCC(=O)N/N=C/c1cc(Cl)cc(Cl)c1O)NCc1ccccc1	-0.7	1	-20.5	1.1	0.79	-4.3	-6.3	1	0.9	0.8
19	COc1ccc(C(=O)ON=C2c3ccccc3-c3ccccc32)cc1OC	4.8	1	15.3	1	0.94	1.1	-3.8	1	1.1	1.1
20	Cc1cc(/C=C(\C#N)C(=O)OCC(=O)NC(=O)NC(C)(C)C)c(C)n1CCC(C)C	6.2	1.1	1.9	1	1.41	-7.2	-2.4	1.1	0.8	0.9
21	CCC(C)NC(=O)CSc1nc2ccc(N3CCOCC3)cc2c(=O)n1CCc1ccccc1 (configuration not stated)	-6.1	1	11.0	1.1	1.4	-1.5	-8.2	1	1	1.2
22	Clc1ccc(C2=Nn3c(nnc3-c3n[nH]c4c3CCC4)SC2)cc1Cl	-26.1	1	-5.9	1	1.2	-3.8	3.3	1	1.1	1.2
23	COC(=O)c1ccccc1Sc1c(/C=N/OCc2ccc(Cl)cc2)c(C(F)(F)F)nn1C	-5.9	1	4.2	1	1.41	-1.6	-2.9	0.9	1	1
24	Cc1ccc(-c2cc(-c3ccccc3Cl)c(C#N)c(N)n2)o1	-9.2	1.1	-11.4	1	1.15	-5.1	-4.8	0.9	1	1.4
25	COc1ccc(-n2c(=O)c3ccccc3n(Cc3cccc(C)c3)c2=O)cc1OC	-126.5	1	-8.5	1	1.05	0.3	-3.7	1.4	1	1
26	CCOC(=O)c1cnn(CCOC(=O)c2cccc(F)c2)c1NC(=O)c1cccc(F)c1	-18.8	1	-13.6	1.1	1.09	-2.8	-6.2	1	1	1.1
27	CCOc1ccccc1Nc1nc2ccccc2[nH]1	-12.1	1.1	5.6	1.1	1.03	-5.5	-5.0	0.9	1	1
28	Cc1cc(Cl)ccc1OCc1n[nH]c(=S)n1C1CCCCC1	17.9	1.1	10.5	1	1.27	-8.9	-1.5	0.9	0.7	0.8
29	Cc1ccccc1C(=O)c1ccc2c(c1)n(C)c(=O)n2C	-4.3	1	3.2	1.1	0.85	-4.4	-9.3	1.1	1.1	1.1
30	Cc1cccc(N2C(=O)/C(=C\c3ccc(OC(F)F)cc3)c3ccccc3C2=O)c1	-32.0	1	13.4	1	0.84	2.1	3.0	0.9	1	1.1
31	CCSCC1COC(c2cccn2Cc2ccc(C)cc2)=N1 (configuration not stated)	-4.3	1	-9.6	1	1.1	0.4	0.1	0.9	0.9	1
32	CSc1c(SCc2ccccc2)cnn(-c2ccccc2)c1=O	-4.5	1.1	-14.1	1	1.09	-6.0	-0.5	1	1	1
33	Cc1ccsc1C(=O)OCC(=O)N1CCOCC1	-3.4	1	-14.0	1	1.66	-3.5	-0.6	1	0.9	0.9
34	S=C(NCc1ccco1)N1CCC(c2nc3ccccc3o2)CC1	-6.9	1.1	-21.3	1	1.23	-5.3	-3.0	0.9	1.1	1
35	COCCCNC(=O)c1cccn2c(=O)c3cc4ccccc4cc3nc12	-4.1	0.9	110.1	1	0.14	6.2	-2.0	1	1.5	1.9
36	COc1ccc(-n2ncc3c(N4CCCc5ccccc54)ncnc32)cc1	-2.1	0.5	48.9	1.1	1	54.9*	-5.3	1.2	0.9	0.9
37	COCCOC(=O)C1=C(C)NC(=O)NC1c1c(OC)ncnc1OC (configuration not stated)	-12.4	1	8.4	1.1	1.16	-3.2	-5.1	1	1	1
38	COC(=O)c1ccc(=O)n(Cc2ccco2)c1	-4.3	1	3.3	1	1.3	-0.5	1.6	1	1.1	1.1
39	CCOC(=O)c1c(C)[nH]c(C)c1C(=O)CN1C(=O)NC2(CCC(C)CC2)C1=O (configuration not stated)	-12.7	1	4.8	1	0.86	-4.5	-4.5	1	1	1.1
40	CCOC(=O)C1=C(C)NC2=C(C(=O)C(C(=O)OCC)C(c3cccc(OC)c3)C2)C1c1ccccn1 (configuration not stated)	-2.9	1.1	2.6	1	1.02	-6.5	-2.7	1.1	0.7	0.6
41	COc1ccccc1NC(=S)NC(=O)C(C)C	-7.9	1	14.5	1	1.07	0.9	0.9	0.9	1	1
42	N#C/C(=C\c1cc2ccccc2nc1N1CCOCC1)C(=O)Nc1ccc(N2CCOCC2)cc1	8.1	1.1	5.5	1	1.21	-8.0	-0.4	1	0.9	0.9
43	COCCN1C(=O)c2oc3ccccc3c(=O)c2C1c1ccc(OC)c(OC)c1 (configuration not stated)	-9.2	1	13.1	1	1.42	1.0	-1.2	1.1	1	1
44	Clc1ccccc1Nc1ncnc2c1nnn2Cc1ccccc1	-8.7	1.1	16.2	1	1.01	-5.5	-0.7	0.8	1	1
45	CC(CN1CCCCC1)OC(=O)c1ccccc1Cl (configuration not stated)	-1.7	0.9	16.9	1	1.08	5.3	-0.7	0.9	1.1	1
46	CCCCc1nn(-c2cc(Cl)ccc2OC)c2c1C(=O)CCC2	-14.5	1	1.6	1	1.06	-4.4	-4.9	1.1	1	1
47	CC(=O)N1CCc2cc(NC(=O)c3ccc(C)cc3)ccc21	-13.5	0.3	2.0	1.1	3.65*	73.3*	-5.9	0.9	0.9	1
48	CCCn1c(-c2nonc2N)nc2ccccc21	-3.3	1.1	10.6	1	1.37	-5.3	-0.1	1	0.8	0.8
49	CC1=C(C(N)=O)C(c2cccnc2)n2nc(SCc3ccccc3Cl)nc2N1 (configuration not stated)	-3.2	1	1.0	1	1.11	-3.9	0.0	1	0.8	0.8
50	COc1ccc(NC2=NC(=S)N(c3ccc(C)cc3)C23CCCCC3)cc1	-11.5	1.1	-8.9	1	1.17	-6.0	-2.9	1	1	1.1
51	COC(=O)c1cc(=O)n(Cc2ccc(OC)cc2)c(=NCc2ccc(OC)cc2)s1	-4.8	1	-15.4	1	1.16	-4.5	0.3	0.9	1	1
52	O=C(CSc1nnnn1C1CCCCC1)N1CCN(C(=O)c2ccco2)CC1	-10.6	1	5.4	1	1.03	-4.9	-2.0	1.1	·	·
